Compound activity: PubChem BioAssay, National Center for Advancing Translational Sciences (NCATS)
HEK293 viab: GF-AFC viability counterscreen for inhibitors of alpha-synuclein gene (SNCA) expression. AID 1671193, 2021. 150,000 tested, 0.12% active. HEK-293-SNCA-luc viability, GF-AFC fluorescence, 24 h. Potency, µM (series often up to 57.1 µM), for inactives: top-dose activity change, negative = cytotoxicity, actives largely listed as cytotoxic;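 also: potency is read from the fitted curve at half-maximal effect; 0% = DMSO-treated cells and -100% = medium-only wells without cells; nearly all actives have a fitted effect of over 30% in size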
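Cytotoxicity counterscreen: after 24 h compound treatment of genome-edited SNCA-luciferase HEK-293 cells, live-cell protease substrate GF-AFC read by fluorescence after 30 min; activity scaled between DMSO (0%) and medium-only (-100%), curves Hill-fitted.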
HEK293 tox: Cytotoxic Profiling in HEK 293 Cell Line of Diverse Libraries Using Quantitative High-Throughput Screening | Potency, µM (top dose mostly 115 µM), for the others: at the highest dose activity change, negative = cytotoxicity, hits mostly inhibitors | 94,000 tested, 6.6% active | HEK 293 viability, ATP luminescence (CellTiter-Glo), 48-72 h; also: potency is read from the fitted curve at half-maximal effect; nearly all actives have a fitted effect of over 60% in size
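ATP-coupled CellTiter-Glo luminescence served as viability read-out, recorded 10 min after reagent addition at room temperature. HEK 293 cells, 250 cells/well, had been incubated with pintool-transferred compound for 48 or 72 hr at 37 degree Celsius.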
3T3 cytotox: Cytotoxic Profiling in NIH 3T3 Cell Line of Diverse Libraries Using Quantitative High-Throughput Screening. 94,000 tested, 4.3% active. AID 1345082, 2018. Potency, µM (series often up to 96.7 µM), for inactives: at the highest dose activity change, negative = cytotoxicity, actives largely listed as inhibitors. NIH 3T3 viability, CellTiter-Glo ATP luminescence, 48-72 h; also: potency is read from the fitted curve at half-maximal effect; nearly all actives have a fitted effect of over 55% in size
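Cells were seeded at 400 per well, treated with pin-transferred compound, and kept 48 or 72 hr at 37 °C before CellTiter-Glo addition and luminescence imaging of cellular ATP.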
IP6K1 inhibitor: Primary qHTS assay for small molecule inhibitors of Inositol hexaphosphate kinase 1 (IP6K1); Inositol hexakisphosphate kinase 1 (Homo sapiens), Q92551; IP6K1 kinase, ADP-Glo luminescence, 2 h; stronger effect = lower value; activity change, % (series mostly up to about 58 µM); 140,000 tested, 0.81% active; in the data active = activity change below about -25%
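ADP-Glo luminescence measures ADP made by human IP6K1 during a 2 h RT reaction with ATP/IP6 (mix at 1.3 mM/130 uM); top library doses 57.5 and 19.1 uM final.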
FLuc inh: Firefly luciferase inhibition profiling of diverse chemical library using quantitative high-throughput screening; 76,000 tested, 2.5% active; Potency, µM (series often up to 115 µM), for the others: top-dose activity change, negative = inhibition, hits mostly inhibitors; purified P. pyralis luciferase, luminescence, biochemical; AID 1347043, 2019; Luciferin 4-monooxygenase (Photinus pyralis), P08659; also: potency is read from the fitted curve at half-maximal effect; nearly all actives have a fitted effect of over 65% in size
Target sequence (P08659 whole entry, looked up): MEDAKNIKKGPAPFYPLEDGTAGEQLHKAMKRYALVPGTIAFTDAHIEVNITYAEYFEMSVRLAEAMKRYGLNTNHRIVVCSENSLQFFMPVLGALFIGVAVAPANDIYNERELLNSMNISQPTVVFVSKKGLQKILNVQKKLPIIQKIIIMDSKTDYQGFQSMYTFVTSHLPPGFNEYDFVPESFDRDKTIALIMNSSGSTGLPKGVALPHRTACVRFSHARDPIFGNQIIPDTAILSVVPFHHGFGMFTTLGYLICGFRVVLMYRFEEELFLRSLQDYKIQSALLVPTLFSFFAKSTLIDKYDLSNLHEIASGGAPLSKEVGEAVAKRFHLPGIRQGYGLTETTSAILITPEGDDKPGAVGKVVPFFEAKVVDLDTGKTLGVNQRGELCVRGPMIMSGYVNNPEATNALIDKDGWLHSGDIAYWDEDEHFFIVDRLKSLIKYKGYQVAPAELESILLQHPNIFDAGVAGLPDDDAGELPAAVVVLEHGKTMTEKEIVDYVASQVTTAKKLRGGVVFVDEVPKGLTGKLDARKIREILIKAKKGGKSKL
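Cell-free enzyme assay, 10nM P. pyralis luciferase, luciferin and ATP each at 10uM. Inhibition profiled over a 6-point titration, read as luminescence.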
GPT2 inh: Primary qHTS assay for inhibitors of Glutamate pyruvate transaminase 2 (GPT2); Alanine aminotransferase 2 (Homo sapiens), Q8TD30; 100,000 tested, 0.25% active; Recombinant GPT2, coupled pyruvate oxidase/HRP Amplex Red fluorescence; AID 1671188, 2021; Potency, µM (doses to about 57.7 µM), for the others: at the top dose activity change, negative = inhibition, actives largely listed as inhibitors; also: potency is read from the fitted curve at half-maximal effect; nearly all actives have a fitted effect of over 60% in size; many of its hits are not listed in these tables
Target sequence (Q8TD30 whole entry, looked up): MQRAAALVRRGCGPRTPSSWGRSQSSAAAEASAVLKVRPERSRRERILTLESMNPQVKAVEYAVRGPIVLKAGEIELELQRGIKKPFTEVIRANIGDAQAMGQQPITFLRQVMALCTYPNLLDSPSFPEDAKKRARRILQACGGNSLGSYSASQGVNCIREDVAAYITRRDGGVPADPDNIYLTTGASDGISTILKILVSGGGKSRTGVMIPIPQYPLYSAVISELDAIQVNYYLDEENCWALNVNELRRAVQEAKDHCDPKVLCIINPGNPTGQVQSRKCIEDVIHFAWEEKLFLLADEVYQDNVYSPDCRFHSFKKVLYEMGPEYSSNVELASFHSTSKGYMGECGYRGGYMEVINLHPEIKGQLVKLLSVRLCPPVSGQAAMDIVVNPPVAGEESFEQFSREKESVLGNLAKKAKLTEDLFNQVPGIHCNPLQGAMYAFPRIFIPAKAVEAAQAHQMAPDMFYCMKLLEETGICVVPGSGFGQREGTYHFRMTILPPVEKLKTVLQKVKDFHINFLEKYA
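Fluorescence of coupled pyruvate oxidase/HRP/Amplex Red system (50uM Amplex, 30 min, dark) reports pyruvate formed by GPT2. Enzyme reaction: 10ng/uL GPT2, 2mM L-alanine, 250uM a-KG, 30 min room temperature, pH 7.5; 50uM AOA control.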
SNCA expr inh: Primary qHTS assay for inhibitors of alpha-synuclein gene (SNCA) expression | HEK-293 SNCA-luciferase knock-in, luminescence, 24 h | Potency, µM (titrated, usually from 57.2 µM), inactives show top-dose activity change, negative = inhibition, actives largely listed as inhibitors | 140,000 tested, 0.17% active;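 also: potency is read from the fitted curve at half-maximal effect; plate controls were DMSO cells for no effect and cell-free wells for full effect; nearly all actives have a fitted effect of over 45% in size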
* marks the source's active call; other numbers are inactive results; [ ] = remark or other dose. Unless noted, calls follow the shape of the dose curve; as a rule, active = well fitted curve in the direction sought with a large enough effect; inconclusive = small, poorly fitted or top-dose-only effect, or another doubt; inactive = no such curve, though single readings can be large; an effect the other way counts as inactive or inconclusive. Unless noted, % is scaled to controls: 0 for no effect and ±100 for the full control effect.

Results for Cc1cc(C)n(CC(=O)N2CCC(c3nc(CCOc4ccc(F)cc4)no3)C2)n1 (centres undefined) ?
HEK293 viab: -6.6%[12.5 µM]; HEK293 tox: -25.0%; 3T3 cytotox: inconclusive; IP6K1 inhibitor: 1.2; FLuc inh: -14.6%; GPT2 inh: 0.2%; SNCA expr inh: 54.4%[activator]

Results for O=C(NCc1ccc2c(c1)OCO2)C1CN(C2CCCCC2)C(=O)N1 (centres undefined) ?
HEK293 viab: 3.9%[12.5 µM]; HEK293 tox: -24.3%[172 µM]; 3T3 cytotox: -28.4%[138 µM]; IP6K1 inhibitor: 4.2; GPT2 inh: inactive; SNCA expr inh: -8.3%[87.6 µM]

What do the screens show for `COc1ccccc1OC1CCN(C(=O)C2CCCN(C(C)=O)C2)CC1` (centres undefined)?
HEK293 viab: 1.5%; HEK293 tox: 1.3%; 3T3 cytotox: 1.9%; IP6K1 inhibitor: 17.4; FLuc inh: 5.4%; GPT2 inh: inactive; SNCA expr inh: -2.4%

How did CC(=O)Nc1cc(C(=O)NCc2ccc(C)cc2)ccc1Sc1ccc(C)cc1 do in these assays?
HEK293 viab: -13.6%; IP6K1 inhibitor: -6.9; SNCA expr inh: inconclusive

How did COc1ccc(OC)c(S(=O)(=O)N2CCCN(C(=O)c3cccnc3)CCC(=O)NCC2)c1 do in these assays?
HEK293 viab: 10.3%; HEK293 tox: 0.5%; 3T3 cytotox: -9.0%; IP6K1 inhibitor: -1.9; FLuc inh: 2.9%; GPT2 inh: 2.6%; SNCA expr inh: 29.3%

What do the screens show for `Cc1cccc(OCC(=O)N2CCC3(CC2)NC(=O)N(c2ccccc2Cl)N3)c1`?
HEK293 viab: -10.0%; HEK293 tox: inconclusive; 3T3 cytotox: inconclusive; IP6K1 inhibitor: 20.1; FLuc inh: 10.4%; GPT2 inh: inconclusive; SNCA expr inh: inconclusive

Results for CCN(CC)CCNC(=O)COc1ccc(Cl)cc1 ?
HEK293 viab: 6.0%[23.9 µM]; IP6K1 inhibitor: 10.3; GPT2 inh: inactive; SNCA expr inh: 12.4%[25.6 µM]

What do the screens show for `COCC(=O)N(C1CCOCC1)C1CCN(C(=O)c2ccsc2)CC1`?
HEK293 viab: 3.2%; HEK293 tox: 3.4%; 3T3 cytotox: -5.4%; IP6K1 inhibitor: -11.9; FLuc inh: 0.7%; GPT2 inh: -0.6%; SNCA expr inh: 0.1%

How did CN1CC(=O)N(C2CCNCC2)Cc2c1ncnc2N1CCCCC1 do in these assays?
HEK293 viab: -1.0%; HEK293 tox: -13.0%; 3T3 cytotox: 0.2%; IP6K1 inhibitor: -12.2; GPT2 inh: inactive; SNCA expr inh: -1.8%

How did CNC(=O)[C@@H]1C[C@H](Oc2ccccc2)CN1C(=O)C(C)C do in these assays?
HEK293 viab: 14.2%; HEK293 tox: inactive; 3T3 cytotox: 3.0%; IP6K1 inhibitor: 5.3; FLuc inh: -2.7%; GPT2 inh: 2.9%; SNCA expr inh: -10.7%

Results for CCN(CC)Cc1nc(C2(O)CCN(C(=O)Nc3ccc(F)cc3)CC2)cs1 ?
HEK293 viab: 0.1%[87.6 µM]; HEK293 tox: -3.3%[172 µM]; 3T3 cytotox: -10.5%[174 µM]; IP6K1 inhibitor: 1.4; FLuc inh: 0.5%[172 µM]; GPT2 inh: -0.9%[88.5 µM]; SNCA expr inh: 28.1%[87.6 µM]

What do the screens show for `COc1ccccc1N1CCN(S(=O)(=O)c2c(C)sc3ncn(CC(=O)N(C)c4ccc(C(C)C)cc4)c(=O)c23)CC1`?
HEK293 viab: 6.3%; IP6K1 inhibitor: -2.7; SNCA expr inh: -3.7%

Molecules shown so far with a thiophene ring, fused or not:
What do the screens show for `COCC(=O)N(C1CCOCC1)C1CCN(C(=O)c2ccsc2)CC1`?
HEK293 viab: 3.2%; HEK293 tox: 3.4%; 3T3 cytotox: -5.4%; IP6K1 inhibitor: -11.9; FLuc inh: 0.7%; GPT2 inh: -0.6%; SNCA expr inh: 0.1%

What do the screens show for `COc1ccccc1N1CCN(S(=O)(=O)c2c(C)sc3ncn(CC(=O)N(C)c4ccc(C(C)C)cc4)c(=O)c23)CC1`?
HEK293 viab: 6.3%; IP6K1 inhibitor: -2.7; SNCA expr inh: -3.7%

Carrying on:
Results for Cn1c(=O)c2c(nc(SCC(=O)Nc3ccc(F)cc3)n2Cc2ccccc2F)n(C)c1=O ?
HEK293 viab: 34.5%; IP6K1 inhibitor: 12.5; SNCA expr inh: 7.7%

Results for Cc1cc(Cl)ccc1NC(=O)N1CCC(n2cnnc2C2CC2)C1 (centres undefined) ?
HEK293 viab: 4.5%; HEK293 tox: 8.5%; 3T3 cytotox: 3.8%; IP6K1 inhibitor: 18.0; FLuc inh: -13.0%; GPT2 inh: inactive; SNCA expr inh: -16.9%

What do the screens show for `COc1ccc(-n2nc(C(=O)NCCc3cccc(C)c3)c3c4ccccc4n(C)c3c2=O)cc1Cl`?
HEK293 viab: 7.6%; IP6K1 inhibitor: -6.0; SNCA expr inh: -27.4%

What do the screens show for `Cc1noc(C)c1S(=O)(=O)N1CCC2(C1)N=C(c1ccccn1)C(=O)N2` (centres undefined)?
HEK293 viab: 4.7%; HEK293 tox: -3.0%; 3T3 cytotox: 1.3%; IP6K1 inhibitor: -3.1; FLuc inh: 0.1%; GPT2 inh: -3.3%; SNCA expr inh: 19.7%

Results for COCc1nc(CCNC(=O)CCC2CCCC2)no1 ?
HEK293 viab: 12.5%[12.5 µM]; HEK293 tox: -4.2%; 3T3 cytotox: inconclusive; IP6K1 inhibitor: 4.6; FLuc inh: -14.4%; GPT2 inh: -5.9%; SNCA expr inh: 4.6%

What do the screens show for `COc1ccc(CCNC(=O)c2ccc3c(c2)N(Cc2cccc(Cl)c2)C(=O)c2ccccc2S3=O)cc1OC` (centres undefined)?
HEK293 viab: 2.0%; IP6K1 inhibitor: -8.9; SNCA expr inh: -26.5%

Results for CCC(C)NC(=O)c1sc2nc(C)c(C(=O)Nc3ccc(Cl)cc3)c(-c3ccc(Br)cc3)c2c1N (centres undefined) ?
HEK293 viab: 8.5%; IP6K1 inhibitor: 37.1; SNCA expr inh: -28.1%

How did Cc1ncccc1C(=O)N1CCCC(c2nc(-c3cccnc3)no2)CCNC(=O)CC1 (centres undefined) do in these assays?
HEK293 viab: 3.9%; HEK293 tox: inactive; 3T3 cytotox: 0.3%; IP6K1 inhibitor: 9.8; FLuc inh: 2.4%; GPT2 inh: inactive; SNCA expr inh: -12.2%

Results for COc1cccc(N2CC(C(=O)NCc3ccc4c(c3)OCO4)NC2=O)c1 (centres undefined) ?
HEK293 viab: -6.2%; HEK293 tox: -18.8%; 3T3 cytotox: inconclusive; IP6K1 inhibitor: -1.2; FLuc inh: 6.0%; GPT2 inh: -15.6%; SNCA expr inh: -0.9%

What do the screens show for `O=C(NC1CC1)c1cc2n(n1)CCN(C(=O)c1ccc3n[nH]nc3c1)C2`?
HEK293 viab: 2.3%; HEK293 tox: -8.8%; 3T3 cytotox: -13.9%; IP6K1 inhibitor: 14.2; FLuc inh: -1.3%; GPT2 inh: -6.2%; SNCA expr inh: inconclusive

What do the screens show for `O=C(C1CCC1)N1CCC(=O)N(C2CCCC2)Cc2ccccc21`?
HEK293 tox: inconclusive; 3T3 cytotox: inconclusive; IP6K1 inhibitor: 8.4

Results for C=C(C)CSc1nc2sc3c(c2c(=O)n1Cc1ccccc1)CC(C)(CC)OC3 (centres undefined) ?
HEK293 viab: 4.3%; IP6K1 inhibitor: -1.7; SNCA expr inh: inconclusive

Results for CC(Nc1ccc(-c2nc(-c3ccncc3)no2)cc1[N+](=O)[O-])c1ccccc1 (centres undefined) ?
HEK293 viab: 5.5%; IP6K1 inhibitor: 18.6; SNCA expr inh: 27.8%

How did Cc1cnc(C(=O)N[C@@H]2CCC[C@@H]2C(=O)NCCN2CCOCC2)cn1 do in these assays?
HEK293 viab: 10.4%; HEK293 tox: -8.8%; 3T3 cytotox: inactive; IP6K1 inhibitor: 4.3; FLuc inh: 3.0%; GPT2 inh: inactive; SNCA expr inh: 12.6%

How did C=C1/C(=C/C=C2\CCC[C@]3(C)[C@@H]([C@@H](C)OCCC(O)(CC)CC)CC[C@@H]23)C[C@@H](O)C[C@@H]1O do in these assays?
HEK293 viab: -15.1%; IP6K1 inhibitor: 13.2; GPT2 inh: 2.0%

Results for COc1cccc(NC(=O)C(=O)NCCc2csc(-c3ccc(C)cc3)n2)c1 ?
HEK293 viab: 10.9%; IP6K1 inhibitor: -10.4; SNCA expr inh: 29.8%

Results for CC(=O)O[C@H]1C[C@@H]2CC[C@@H]3[C@H](CC[C@@]4(C)[C@H]3C[C@H]([N+]3(C)CCCCC3)[C@@H]4OC(C)=O)[C@@]2(C)C[C@@H]1N1CCCCC1 ?
HEK293 viab: 7.8%[23.9 µM]; IP6K1 inhibitor: 13.6; GPT2 inh: -16.1%; SNCA expr inh: -29.2%[25.6 µM]

What do the screens show for `CCc1nc(-c2c3n(c(=O)n(CC(=O)Nc4ccc(F)cc4F)c2=O)CCCCC3)no1`?
HEK293 viab: -6.2%; HEK293 tox: -3.3%; 3T3 cytotox: inactive; IP6K1 inhibitor: 14.9; FLuc inh: 9.7%; GPT2 inh: inactive; SNCA expr inh: -6.7%

What do the screens show for `CCOc1ccccc1NC(=O)c1cn(C2CCCC2)c(=O)c2c1c1ccccc1n2C`?
HEK293 viab: 1.4%; IP6K1 inhibitor: 12.7; SNCA expr inh: -8.2%

Results for O=C(NCCc1ccccc1F)c1nc2sccn2c1-c1ccc(C(F)(F)F)cc1 ?
HEK293 viab: 2.1%; HEK293 tox: 25.1µM*; 3T3 cytotox: 28.2µM*; IP6K1 inhibitor: 11.4; GPT2 inh: inconclusive; SNCA expr inh: inconclusive

What do the screens show for `Cc1nn(-c2ccccc2)c2c1C(C)N(C1CN(C(=O)Cc3cccc(Cl)c3)C1)C2=O` (centres undefined)?
HEK293 tox: inconclusive; 3T3 cytotox: inconclusive; IP6K1 inhibitor: 7.0

Results for O=C1NC2(Cc3ccccc31)CN([S+](=O)([O-])c1cccc(C(F)(F)F)c1)C2 ?
HEK293 viab: -0.1%; HEK293 tox: -6.5%; 3T3 cytotox: -11.6%; IP6K1 inhibitor: -5.0; GPT2 inh: inactive; SNCA expr inh: -3.2%

Hits appear at their usual frequency; about 7.8% have a hit in one of these screens.
